Screens from PubChem BioAssay.
MT stabilizer – microtubule stabilization, imaging screen; HeLa tubulin immunostaining HCS, 24 h; share of cells brighter than vehicle mean+2SD; % tubulin-high responders, % at 10 µM; actives 0.83% (n = 200,000); AID 2205;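 active = plate Z-score above 3 for both tubulin-high and condensed-nucleus cell shares, with cell loss under 80%, at 10 µM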;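 note: anti alpha tubulin signal scored within the nucleus-defined area of each cell; some results filed as inactive read as strong as hits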
b-catenin transl – modulators of beta-catenin nuclear translocation | actives 0.3% (n = 190,000) | nuclear translocation activity, % at 5 µM | HeLa beta-catenin nuclear translocation, immunofluorescence imaging;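 active = nuclear translocation activity above 50% at 5 µM, with a well cell count of 50 or more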;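 note: per-cell ratio of nuclear to cytoplasmic median beta-catenin stain intensity; plate controls were DMSO negative control for no effect and GSK-3 inhibitor IX positive control for full effect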
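System: HeLa cells, endogenous beta-catenin; compound dosing: 5 µM primary single dose, 0.1% DMSO, 0.02–20 µM confirmation series; incubation: 24 h compound exposure at 37°C, 5% CO2; signal: beta-catenin immunofluorescence imaging with DAPI; evaluation: % activation, nuclear-to-cytoplasmic median beta-catenin signal ratio per cell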
Hep lipid drop – modulators of hepatic lipid droplet formation | actives 0.4% (n = 240,000) | AML12 mouse hepatocytes, oleate lipid droplets, BODIPY imaging | inhibition, % at 6.5 µM;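 active = lipid droplet intensity inhibited by at least 50%, with more than 500 cells counted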
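material = mouse AML12 hepatocyte cell line, fixed after treatment | also added = 100 µM oleic acid challenge | doses = compound at 6.5 µM only | schedule = overnight exposure | technique = Image-based BODIPY and DAPI two-channel analysis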
NOD2 inhibition – inhibition of NOD2-driven NF-kB reporter – cell-based, luminescence, uHTS, HEK293 (AID 1566). HEK293 NOD2/NF-kB luciferase reporter, luminescence; higher % means a stronger effect. one-dose inhibition, % at 4 µM; EC50 in µM for titrated hits. actives 0.63% (n = 290,000); in the data active = inhibition above about 50%; note: many of its hits are not listed in these tables
WT yeast gro inh – growth inhibition of WT yeast, mitochondrial fusion screen. mitochondrial fusion phenotypic screen, WT strain. inhibition, % at 10 µM. AID 1362. actives 2.1% (n = 190,000); in the data active = inhibition above about 58%; tested in S. cerevisiae
Dynein cargo inh – dynein cargo transport inhibition; 3617.4 mouse cells, GR-EGFP nuclear translocation imaging; test concentration mostly 20 µM; stimulated with dexamethasone, 1 µM; active compounds read low; z-score, hits read low; actives 0.47% (n = 220,000); AID 1381;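 active = plate z-score of nuclear minus cytoplasmic receptor signal below a set negative limit, without overly bright fluorescence or cell loss, cut at about -3.5 in these data, passing the limit was not always enough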;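 note: z-score of nuclear minus cytoplasmic ring GR-EGFP intensity difference per well; some compounds called inactive have numbers as strong as hits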
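Buffer or medium: tet-free medium with charcoal-stripped serum / Also added: dexamethasone agonist, 1.0 µM final, for 30 min / Timing: induction 48 h, compound 1 h, agonist 30 min / Measured by: high-content fluorescence imaging after fixation / Read-out: nuclear-to-cytoplasmic GR-EGFP distribution per well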
Insulin prom up – MIN6 insulin promoter up-regulation; MIN6 insulin promoter-GFP reporter, high-content imaging; active compounds read high; z-score at 5 µM; actives 0.3% (n = 190,000);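 active = z-score above 3 at 5 µM with at least 500 cells counted in the well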
Yfh1-off respiration – enhancers of respiration in Yfh1-depleted yeast, dose response, Friedreich's ataxia, plus single-dose screen (AID 1465). S. cerevisiae Yfh1-off respiration, WST-1 reduction, 72 h; higher fold induction means a stronger effect. fold induction at 50 µM; hits with a dose series show EC50 in µM. actives 0.074% (n = 220,000);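 active = fold induction of absorbance versus untreated yeast above a set limit, then at least 30% activation at any dose in follow-up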;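 note: activators that raise dye reduction in frataxin-depleted yeast; strong numbers were not always called active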
Autophagy HCS – autophagy modulation, high-content screen; MEF GFP-LC3 puncta imaging; test concentration mostly 10 µM; actives 0.98% (n = 190,000); calls only at 10 µM (by protocol); AID 463193;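 active = percentage of spot-positive cells more than 3 SD above its plate mean, without a fluorescence outlier flag or 80% toxicity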;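 note: spot-positive cell cutoff set from DMSO-treated cells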
WT yeast gro inh mutant strain – second read-out of WT yeast gro inh, no call of its own (marks repeat the call); inhibition, %; mitochondrial fusion phenotypic screen, mutant strain inhibition
Dynein cargo inh cytoplasmic EGFP – also measured in Dynein cargo inh; calls as there; z-score; measured here: cytoplasmic GR-EGFP intensity; active compounds read high
Dynein cargo inh nuclear GR-EGFP – recorded beside Dynein cargo inh, whose call it bears; z-score; measured here: nuclear GR-EGFP intensity;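 lower value marks the stronger effect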
Dynein cargo inh cell count – also measured in Dynein cargo inh; calls as there; z-score; measured here: cell count per field
Insulin prom up cell count – also measured in Insulin prom up; calls as there; cell count; measured here: cytotoxicity, nuclei count;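 total cells summed across four imaged fields per well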
Hep lipid drop cells 6.5 µM – further read-out of Hep lipid drop, marked with its call; cell count; measured here: cell count, cytotoxicity flag;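 cells counted across two imaged fields per well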
b-catenin transl cell count 5 µM – also measured in b-catenin transl; calls as there; cell count; measured here: cell count, cytotoxicity flag
MT stabilizer Hoechst-high % – second read-out of MT stabilizer, no call of its own (marks repeat the call); % Hoechst-high responders; measured here: nuclear condensation Hoechst responders;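 share of cells brighter than vehicle mean plus two SD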
MT stabilizer cytotoxicity % – further read-out of MT stabilizer, marked with its call; toxicity, %; measured here: cytotoxicity by cell density;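 0% = mean cell density of plate MIN control wells and 100% = no cells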
Autophagy HCS cell loss 18 h – second read-out of Autophagy HCS, no call of its own (marks repeat the call); toxicity, %; measured here: cell loss, nuclei count;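 cell loss after 18 h compound exposure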
Starred values were filed as active, the others as inactive; i = inactive; nt = not tested or not shown. This is a subset; rates above refer to the full screens.

| entry | Structure | MT stabilizer | MT stabilizer Hoechst-high % | MT stabilizer cytotoxicity % | b-catenin transl | b-catenin transl cell count 5 µM | Hep lipid drop | Hep lipid drop cells 6.5 µM | NOD2 inhibition | WT yeast gro inh | WT yeast gro inh mutant strain |
| --- | --- | --- | --- | --- | --- | --- | --- | --- | --- | --- | --- |
| 1 | CC(=O)CCc1c(C)nc2ccc(C(=O)O)cc2c1Cl | 1.9 | 2.4 | 14 | -2.6 | 1073 | 7 | 668 | -3% | 2 | 5 |
| 2 | Cc1csc(NC(=O)c2cc(=O)[nH]c3ccc(S(=O)(=O)N4CCOCC4)cc23)n1 | 1.6 | 1.7 | 6.6 | 0.8 | 1078 | 3 | 693 | 0% | 10 | 1 |
| 3 | CC1CC(C)CN(C(=O)C(NS(=O)(=O)c2ccc3c(c2)oc(=O)n3C)C(C)C)C1 (stereo not drawn) | 2.3 | 3.2 | 7.0 | -2.4 | 1198 | nt | nt | 3% | 5 | 4 |
| 4 | O=C(O)COc1c(Cl)cc(/C=C2\NC(=O)NC2=O)cc1Br | 3.0 | 1.2 | 11 | -1.3 | 1056 | -8 | 657 | -19% | -10 | -9 |
| 5 | Cc1ccc(-c2nc(CN(C)C3CCOC3)c(C)o2)s1 (stereo not drawn) | 3.5 | 1.1 | 3.9 | 0.8 | 1088 | 3 | 748 | -8% | -10 | -15 |
| 6 | CCOc1ccc(-n2cnnn2)cc1S(=O)(=O)N1CCC(C)CC1C (stereo not drawn) | 0.1 | 3.0 | 8.9 | -1.9 | 1078 | -3 | 703 | 8% | 0 | 3 |
| 7 | CCC(C(=O)NC(C)(C)C)N(C(=O)Cn1nnc(-c2ccccc2F)n1)c1cnc2ccccc2c1 (stereo not drawn) | 2.0 | 1.9 | 1.9 | 0.3 | 1014 | 26 | 696 | 0% | 10 | -16 |
| 8 | COc1ccc(OCC(=O)OCC(=O)NCc2ccco2)cc1 | 1.4 | 1.6 | 5.8 | 0.4 | 1035 | 10 | 680 | 3% | -9 | -14 |
| 9 | COc1ccccc1N1C(=O)c2ccc(C(=O)Nc3nccs3)cc2C1=O | 6.9 | 1.9 | 5.5 | 0.3 | 1118 | -1 | 695 | 14% | -7 | 10 |
| 10 | Cc1ccccc1CN(c1ccc(C(=O)NCc2ccccn2)cc1)S(C)(=O)=O | 1.4 | 1.4 | 8.4 | 0.4 | 1553 | -1 | 746 | 13% | 8 | 10 |

| entry | Dynein cargo inh | Dynein cargo inh cytoplasmic EGFP | Dynein cargo inh nuclear GR-EGFP | Dynein cargo inh cell count | Insulin prom up | Insulin prom up cell count | Yfh1-off respiration | Autophagy HCS | Autophagy HCS cell loss 18 h |
| --- | --- | --- | --- | --- | --- | --- | --- | --- | --- |
| 1 | -0.019 | -0.24 | -0.058 | 0.58 | 1.9 | 1503 | i | i | -4 |
| 2 | -0.88 | -0.18 | -0.58 | 0.26 | -0.51 | 1555 | i | i | -11 |
| 3 | 0.0083 | -0.19 | 0.034 | -0.18 | -5.4 | 727 | i | i | -4 |
| 4 | -0.44 | -0.29 | -0.24 | 0.82 | -0.46 | 1384 | i | i | -2 |
| 5 | -0.63 | 0.091 | -0.3 | 0.36 | -0.15 | 1501 | i | i | 17 |
| 6 | -0.62 | -0.45 | -0.023 | 0.13 | -0.15 | 1279 | i | i | -2 |
| 7 | -0.04 | -0.27 | -0.27 | 1.4 | -0.13 | 1111 | i | i | -8 |
| 8 | -0.75 | -0.28 | -0.25 | 0.94 | nt | nt | i | i | -9 |
| 9 | -0.44 | -0.27 | -0.4 | 0.33 | 0.38 | 1344 | i | i | 1 |
| 10 | -0.52 | -0.23 | -0.15 | 0.18 | -0.03 | 1518 | i | i | -26 |

Reprinted at random: three compounds from above, in no set order.
| entry | Structure | MT stabilizer | MT stabilizer Hoechst-high % | MT stabilizer cytotoxicity % | b-catenin transl | b-catenin transl cell count 5 µM | Hep lipid drop | Hep lipid drop cells 6.5 µM | NOD2 inhibition | WT yeast gro inh | WT yeast gro inh mutant strain |
| --- | --- | --- | --- | --- | --- | --- | --- | --- | --- | --- | --- |
| 1 | CC(=O)CCc1c(C)nc2ccc(C(=O)O)cc2c1Cl | 1.9 | 2.4 | 14 | -2.6 | 1073 | 7 | 668 | -3% | 2 | 5 |
| 8 | COc1ccc(OCC(=O)OCC(=O)NCc2ccco2)cc1 | 1.4 | 1.6 | 5.8 | 0.4 | 1035 | 10 | 680 | 3% | -9 | -14 |
| 4 | O=C(O)COc1c(Cl)cc(/C=C2\NC(=O)NC2=O)cc1Br | 3.0 | 1.2 | 11 | -1.3 | 1056 | -8 | 657 | -19% | -10 | -9 |

| entry | Dynein cargo inh | Dynein cargo inh cytoplasmic EGFP | Dynein cargo inh nuclear GR-EGFP | Dynein cargo inh cell count | Insulin prom up | Insulin prom up cell count | Yfh1-off respiration | Autophagy HCS | Autophagy HCS cell loss 18 h |
| --- | --- | --- | --- | --- | --- | --- | --- | --- | --- |
| 1 | -0.019 | -0.24 | -0.058 | 0.58 | 1.9 | 1503 | i | i | -4 |
| 8 | -0.75 | -0.28 | -0.25 | 0.94 | nt | nt | i | i | -9 |
| 4 | -0.44 | -0.29 | -0.24 | 0.82 | -0.46 | 1384 | i | i | -2 |
